# POLK inh: qHTS for Inhibitors of Polymerase Kappa | DNA polymerase kappa (Homo sapiens), Q9UBT6 | actives 0.53% (n = 400,000) | Potency, µM (highest dose often 107 µM), inactives show top-dose activity, negative = inhibition, most hits filed as inhibitors | purified Pol kappa, fluorescent DNA synthesis assay, 10 min; note: % is set by controls: 0 for no effect and ±100 for the full control effect
#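 Inhibition of 10 nM Pol kappa is measured by a fluorescent read-out at 0 and 10 min following addition of 50 nM substrate (final), with a 15-min room-temperature compound preincubation.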
# APEX1 inh: qHTS Assay for Inhibitors of the Human Apurinic/apyrimidinic Endonuclease 1 (APE1); DNA repair nuclease/redox regulator APEX1 (Homo sapiens), P27695; recombinant APE1, TAMRA/BHQ-2 abasic DNA cleavage fluorescence; Potency, µM (series often up to 65.8 µM), without a hit: at the highest dose activity change, negative = inhibition, hits mostly inhibitors; actives 0.35% (n = 350,000);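 note: plate controls were vehicle for no effect and reference inhibitor for full effect; nearly all actives have a fitted effect of over 55% in size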
#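 0.75 nM APE1 + cpd, 15 min RT; start w/ 50 nM TAMRA/BHQ-2 THF-abasic dsDNA; kinetic fluor 525/598 nm ×3 reads @60 s; Δ(read3−read1); normalized to DMSO and NSC13755 control wells.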
# BAZ2B block: qHTS Assay for Inhibitors of BAZ2B; Bromodomain adjacent to zinc finger domain protein 2B (Homo sapiens), Q9UIF8; AlphaScreen BAZ2B-H3K14Ac peptide displacement; Potency, µM (top dose mostly 114 µM), inactives show at the top dose activity change, negative = inhibition, most hits filed as inhibitors; actives 4.4% (n = 360,000); note: % is set by controls: 0 for no effect and ±100 for the full control effect; nearly all actives have a fitted effect of over 60% in size
#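 Multi-concentration screen (max 110 uM) measuring displacement of acetylated histone H3 peptide from BAZ2B by AlphaScreen, using 50 nM protein, 50 nM peptide and 10 ug/mL streptavidin donor plus Ni-chelate acceptor beads.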
# G9a block: qHTS Assay for Inhibitors of Histone Lysine Methyltransferase G9a. Histone-lysine N-methyltransferase EHMT2 (Homo sapiens), Q96KQ7. G9a H3K9 monomethylation, AlphaScreen, 2 h. Potency, µM (top dose mostly 102 µM), for the others: top-dose activity, negative = inhibition, usual class: inhibitors. actives 8.8% (n = 350,000); note: % is set by controls: 0 for no effect and ±100 for the full control effect; nearly all actives have a fitted effect of over 75% in size
#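 G9a (20 nM) preincubated 15 min RT with compounds, then 500 nM biotinylated H3K9 peptide and 20 uM SAM added; 2 h RT reaction. Monomethyl-H3K9 product detected by AlphaScreen with anti-H3K9me1 antibody, streptavidin donor and anti-rabbit IgG acceptor beads.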
# Pol eta inh: qHTS for Inhibitors of Polymerase Eta. DNA polymerase eta (Homo sapiens), Q9Y253. recombinant Pol eta, fluorescent DNA replication assay. actives 1.2% (n = 390,000). Potency, µM (titrated, usually from 114 µM), inactives show at the highest dose activity change, negative = inhibition, usual class: inhibitors; note: % is set by controls: 0 for no effect and ±100 for the full control effect
#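 Pol eta (10 nM) was preincubated with compounds for 15 min at room temperature, after which fluorescent replication substrate (50 nM final) was added to start the reaction. Fluorescence was read kinetically at 0 and 10 min.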
# BLM inh: qHTS Assay for Inhibitors of Bloom's syndrome helicase (BLM). actives 0.2% (n = 350,000). AID 2528, 2010. RecQ-like DNA helicase BLM (Homo sapiens), P54132. Potency, µM (highest dose often 56.1 µM), for inactives: at the highest dose activity change, negative = inhibition, most hits filed as inhibitors. recombinant BLM DNA unwinding, fluorescence dequenching;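 note: plate controls were vehicle for no effect and no enzyme for full effect; nearly all actives have a fitted effect of over 35% in size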
# POLB inh: qHTS Assay for Inhibitors of DNA Polymerase Beta; Pol beta primer extension/strand displacement, fluorescence kinetic; Potency, µM (doses to about 114 µM), without a hit: top-dose activity change, negative = inhibition, most hits filed as inhibitors; actives 1.3% (n = 340,000); note: % is set by controls: 0 for no effect and ±100 for the full control effect
#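 Homogeneous kinetic assay of primer extension and strand displacement by 10 nM Pol beta, preincubated 15 min at room temperature with compound before 50 nM substrate (final) was added. Read at 0 and 10 min; four-parameter Hill fit.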
# JMJD2A Tudor inh: qHTS Assay for Inhibitors of JMJD2A-Tudor Domain; actives 4.4% (n = 390,000); AID 504339, 2011; Lysine-specific demethylase 4A (Homo sapiens), O75164; AlphaScreen JMJD2A-Tudor / H3K4me3 peptide binding; Potency, µM (top dose mostly 114 µM), for the others: at the highest dose activity change, negative = inhibition, actives largely listed as inhibitors; note: % is set by controls: 0 for no effect and ±100 for the full control effect; nearly all actives have a fitted effect of over 50% in size
# Target sequence (O75164 whole entry, looked up, the tested form may be a part): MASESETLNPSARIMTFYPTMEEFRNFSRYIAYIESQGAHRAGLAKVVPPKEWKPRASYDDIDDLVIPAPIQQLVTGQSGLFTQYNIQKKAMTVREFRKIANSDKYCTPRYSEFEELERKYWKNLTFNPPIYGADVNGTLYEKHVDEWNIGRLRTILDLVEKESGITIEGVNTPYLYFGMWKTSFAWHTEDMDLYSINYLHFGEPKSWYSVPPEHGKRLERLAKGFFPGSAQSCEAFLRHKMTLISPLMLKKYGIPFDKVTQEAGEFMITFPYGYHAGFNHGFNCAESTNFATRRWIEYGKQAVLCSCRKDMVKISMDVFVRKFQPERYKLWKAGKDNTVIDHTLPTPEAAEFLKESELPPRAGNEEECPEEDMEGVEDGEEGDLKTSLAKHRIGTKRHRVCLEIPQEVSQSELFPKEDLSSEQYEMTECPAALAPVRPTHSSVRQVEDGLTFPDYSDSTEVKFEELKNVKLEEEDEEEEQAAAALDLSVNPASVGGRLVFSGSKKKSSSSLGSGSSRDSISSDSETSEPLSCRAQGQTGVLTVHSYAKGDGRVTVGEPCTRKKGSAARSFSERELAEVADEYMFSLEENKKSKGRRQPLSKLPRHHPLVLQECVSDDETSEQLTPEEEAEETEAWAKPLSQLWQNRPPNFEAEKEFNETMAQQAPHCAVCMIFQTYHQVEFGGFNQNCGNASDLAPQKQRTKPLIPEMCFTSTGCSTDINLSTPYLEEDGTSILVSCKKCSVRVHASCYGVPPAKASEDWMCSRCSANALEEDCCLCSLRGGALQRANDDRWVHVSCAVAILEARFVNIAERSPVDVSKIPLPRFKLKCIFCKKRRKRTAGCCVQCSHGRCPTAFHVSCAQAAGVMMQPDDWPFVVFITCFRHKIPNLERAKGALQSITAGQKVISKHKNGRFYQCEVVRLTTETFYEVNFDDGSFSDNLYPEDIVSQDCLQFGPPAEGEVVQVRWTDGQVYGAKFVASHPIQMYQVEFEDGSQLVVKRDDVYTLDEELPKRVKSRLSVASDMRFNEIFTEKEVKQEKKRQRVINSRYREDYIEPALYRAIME
# Pol iota inh: qHTS for Inhibitors of Polymerase Iota; AID 588590, 2011; DNA polymerase iota (Homo sapiens), Q9UNA4; Potency, µM (titrated, usually from 115 µM), for the others: top-dose activity, negative = inhibition, actives largely listed as inhibitors; actives 1% (n = 390,000); Pol iota fluorescent replication assay, 10 min
#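 Pol iota at 10 nM preincubated 15 min with compounds at room temperature; reaction started with fluorescent substrate, 50 nM final. Fluorescence read kinetically at 0 and 10 min; buffer-only wells as negative control.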
# Starred values were filed as active, the others as inactive; ? = inconclusive; . = no result given; [ ] = another dose, or the depositor's remark. Calls come from the whole dose curve; as a rule, active = well fitted curve in the direction sought with a large enough effect; inconclusive = small, poorly fitted or top-dose-only effect, or another doubt; inactive = no such curve, though single readings can be large; an effect the other way counts as inactive or inconclusive. Potency is the fitted concentration of half-maximal effect. This is a subset (hit frequency here may not be typical).
[1] O=C(NCc1cccnc1)C1CCCCN1S(=O)(=O)c1ccc(F)cc1 (stereo not given)
[2] Cc1ccc2c(=O)c(C(=O)c3ccc(Cl)cc3)cn(CC(=O)Nc3ccc4c(c3)OCCO4)c2n1
[3] O=C(Cn1cc(SCc2ccc(F)cc2)c2ccccc21)N1CCCC1
[4] Cc1ccc(CNC(=O)c2ccc3nc(N4CCCCC4)sc3c2)cc1
[5] Cc1ccc(C(=O)Nc2c(C)n(C)n(-c3ccccc3)c2=O)cc1
[6] O=C(NC1CC2CCCC(C1)N2Cc1ccccc1)c1cccc(Cl)c1 (stereo not given)

screen / no.,1,2,3,4,5,6
G9a block,-13%[2.33 µM],-21%[59 µM],-9%[59 µM],12%[59 µM],.,-41%
BLM inh,2%,-4%,0%,0%,-4%,3%
POLB inh,38%,1%,-18%,3%,35%[activator],10%
APEX1 inh,-2%,.,.,.,19%,58%[activator]
BAZ2B block,9%,9%[57.1 µM],-25%,8%,-8%,-7%
JMJD2A Tudor inh,-16%,-6%,-8%,7%,9%,3%
Pol iota inh,5%,-10%,-5%,52%[activator],3%,108%[activator]
Pol eta inh,-12%,5%,-14%,-1%,-20%,-21%
POLK inh,-16%,6%,-16%,0%,0%,6%

[7] CC(C)=CCNc1ncnc2c1c(C#N)cn2C1OC(CO)C(O)C1O (stereo not given)
[8] O=C(/C=C/c1ccco1)NC(=S)Nc1cc(C(F)(F)F)ccc1N1CCOCC1
[9] COc1ccc(NC(=O)CSCC(=O)Nc2ccccc2N2CCCCC2)cc1
[10] Cn1c(=O)oc2cc(S(=O)(=O)NC3CCCCCCC3)ccc21
[11] O=C(CCSCc1ccccc1Cl)NCc1ccc(F)cc1Cl
[12] O=C(NCC(=O)N(CC1CCCO1)C1(C(=O)NC2CCCCC2)CCCCC1)c1ccccc1 (stereo not given)

screen / no.,7,8,9,10,11,12
G9a block,.,-17%[59 µM],-43%,-3%,46%[activator][59 µM],7%
BLM inh,.,0%,.,0%,0%,-5%
POLB inh,.,13%,.,23%,-1%,6%
APEX1 inh,.,-2%,16%,-2%,.,6%
BAZ2B block,.,-7%,-25%,4%,77%[activator],11%
JMJD2A Tudor inh,-12%,-20%,-21%,-25%,2%,-11%
Pol iota inh,24%,82%[activator],11%,6%,-4%,24%
Pol eta inh,-19%,-21%,-26%,-3%,-17%,-4%
POLK inh,-3%,-6%,-9%,-10%,-5%[60.1 µM],3%

[13] CCOC(=O)C(NC(=O)NCc1cccc(C(F)(F)F)c1)(OCC)C(F)(F)F (stereo not given)
[14] COc1cc(NC(=O)c2ccc(N3CCCC3=O)cc2)cc(OC)c1
[15] Cc1cccc(NC(=O)C23CCC(C)(/C(=N/O)C2)C3(C)C)c1 (stereo not given)
[16] Cc1cccc(C)c1N(CC(=O)NCc1ccc(F)cc1)C(=O)c1csnn1
[17] COc1ccccc1C(N)=S
[18] O=S(=O)(c1ccc(Br)cc1)N1CCN=C1SCc1cccnc1

screen / no.,13,14,15,16,17,18
G9a block,16%[59 µM],.,7%,5%,25%[59 µM],-34%
BLM inh,-8%,.,-2%,-4%,3%,3%
POLB inh,4%,.,7%,14%,2%,11%
APEX1 inh,1%,37%,2%,-2%,18%,-5%
BAZ2B block,7%,.,-1%,-18%,1%,.
JMJD2A Tudor inh,-9%,-9%,-7%,10%,-3%,-7%
Pol iota inh,9%,-5%,29%,3%,122%[activator],-10%
Pol eta inh,-20%,-8%,-20%,4%,-14%,-16%
POLK inh,-10%,-17%,-8%,0%,-2%,-5%

[19] O=C(c1cnn(C(=O)c2cccc(S(=O)(=O)N3CCOCC3)c2)c1)c1ccccc1O
[20] CC(C)(CNc1ccc([N+](=O)[O-])cc1Cl)N1CCOCC1
[21] COC(=O)C1CN(S(=O)(=O)c2ccc(C)cc2)CCN1S(=O)(=O)c1ccc(C)cc1 (stereo not given)
[22] Cc1ccccc1C(=O)Nc1ccc(S(=O)(=O)N2CCOCC2)cc1
[23] CCOc1ccc(-n2c(N)c(C(=O)NCC3CCCO3)sc2=S)cc1 (stereo not given)
[24] Cc1ccc(-n2ncc3c(N4CCCCCC4)ncnc32)cc1Cl

screen / no.,19,20,21,22,23,24
G9a block,12%,7%,-5%[12.7 µM],2%,?,6%[59 µM]
BLM inh,1%,1%,-6%,-4%,-1%,-3%
POLB inh,8%,27%,14%,1%,23%,0%
APEX1 inh,-4%,46%[activator],13%,-9%,-3%,.
BAZ2B block,.,-2%,-7%,3%,?,1%
JMJD2A Tudor inh,-4%,-20%,3%,-4%,?,-6%
Pol iota inh,128%[activator],116%[activator],19%,157%[activator],-6%,7%
Pol eta inh,?,-20%,-22%,-14%,-12%,-9%
POLK inh,-1%,-12%,-7%,-13%,6%,-5%[60.1 µM]

[25] COc1ccc(-c2ccc3c(c2)C2CC3CCN2)cc1 (stereo not given)
[26] CCCCn1c(CN2CCN(C(=O)OCC)CC2)nc2c1c(=O)[nH]c(=O)n2C
[27] CC(=O)c1c(OCC(=O)N(C)C2CCCCC2)ccc2c(C)cc(=O)oc12
[28] Cc1c(C(=O)NCC2CCCO2)cccc1[N+](=O)[O-] (stereo not given)
[29] Cc1ccc2c(c1)C(c1ccccc1)N(C(=O)c1ccc(Br)cc1)CC(=O)N2 (stereo not given)
[30] Cc1cc(C)c(S(=O)(=O)N2CCN(c3ccccn3)CC2)c(C)c1

screen / no.,25,26,27,28,29,30
G9a block,.,-1%,.,34%[59 µM],6%,10%[0.501 µM]
BLM inh,.,-2%,.,-1%,-7%,.
POLB inh,.,11%,.,3%,-9%,.
APEX1 inh,.,-10%,15%,3%,0%,11%
BAZ2B block,.,-4%,.,9%,?,8%
JMJD2A Tudor inh,-23%,-19%,-2%,4%,-34%,5%
Pol iota inh,8%,12%,9%,10%,34%[activator],13%
Pol eta inh,-18%,-12%,-3%,-13%,-14%,-21%
POLK inh,-5%,-11%,-8%,-15%,-2%,2%

[31] CCOC(=O)c1sc(=NC(=O)/C=C/c2ccccc2)n(C)c1C
[32] c1ccc(Cc2nnc3sc(-c4ccc5c(c4)OCCO5)nn23)cc1
[33] CC(NC(=O)Cc1ccccc1)C(=O)O (stereo not given)
[34] CCN1CCN(CCC2Oc3cc([N+](=O)[O-])ccc3NC2=O)CC1 (stereo not given)
[35] COC1CCCCC1NS(=O)(=O)c1ccccc1 (stereo not given)
[36] COc1ccc2oc(=O)c(C(C)=O)cc2c1

screen / no.,31,32,33,34,35,36
G9a block,27%,10µM*,-27%[0.501 µM],?,-41%,0%[12.7 µM]
BLM inh,-8%,0%,.,1%,1%,0%
POLB inh,-1%,6%,.,0%,-2%,5%
APEX1 inh,17%,-1%,4%,-2%,0%,3%
BAZ2B block,-12%,3%,-37%,-5%,-4%,1%
JMJD2A Tudor inh,-6%,-4%,-13%,-7%,-5%,-4%
Pol iota inh,33%[activator],-18%,1%,39%[activator],8%,?
Pol eta inh,-15%,-19%,-15%,-19%,1%,1%
POLK inh,7%,12%,4%,-4%,-8%,-8%

[37] NNC(=O)CCc1nc2ccc(O)cc2[nH]1
[38] CC1CCCCC1NCC(=O)Nc1ccccc1-c1ccccc1 (stereo not given)
[39] CCSc1nn(CC(=O)Nc2cccc(Cl)c2)c(N)c1S(=O)(=O)c1ccc(OC)cc1
[40] Clc1ccc(-c2nnc(-c3cccc4ccccc34)o2)cc1
[41] O=C(NCc1ccccc1Cl)c1ccc2nnsc2c1
[42] O=C(N1CCN(c2cccc(Cl)c2)CC1)C1(c2cccs2)CCOCC1

screen / no.,37,38,39,40,41,42
G9a block,63%[activator],6.3µM*,-23%[59 µM],.,11%,1%[59 µM]
BLM inh,-8%,4%,-13%,.,-3%,1%
POLB inh,?,-11%,-13%,.,3%,-16%
APEX1 inh,1%,-4%,.,.,2%,4%
BAZ2B block,5%,?,-20%,.,4%,-28%
JMJD2A Tudor inh,-2%,-13%[11.4 µM],-33%,3%,-20%,-16%
Pol iota inh,?,?,-1%,-9%,37%[activator],9%
Pol eta inh,0%,-18%,-20%,-7%,-18%,-2%
POLK inh,-32%,-2%,-9%,-17%,-1%,-8%

# Among those listed so far, 8 contain four or more nitrogen atoms.
[7] CC(C)=CCNc1ncnc2c1c(C#N)cn2C1OC(CO)C(O)C1O (stereo not given)
[16] Cc1cccc(C)c1N(CC(=O)NCc1ccc(F)cc1)C(=O)c1csnn1
[24] Cc1ccc(-n2ncc3c(N4CCCCCC4)ncnc32)cc1Cl
[26] CCCCn1c(CN2CCN(C(=O)OCC)CC2)nc2c1c(=O)[nH]c(=O)n2C
[32] c1ccc(Cc2nnc3sc(-c4ccc5c(c4)OCCO5)nn23)cc1
[34] CCN1CCN(CCC2Oc3cc([N+](=O)[O-])ccc3NC2=O)CC1 (stereo not given)
[37] NNC(=O)CCc1nc2ccc(O)cc2[nH]1
[39] CCSc1nn(CC(=O)Nc2cccc(Cl)c2)c(N)c1S(=O)(=O)c1ccc(OC)cc1

screen / no.,7,16,24,26,32,34,37,39
G9a block,.,5%,6%[59 µM],-1%,10µM*,?,63%[activator],-23%[59 µM]
BLM inh,.,-4%,-3%,-2%,0%,1%,-8%,-13%
POLB inh,.,14%,0%,11%,6%,0%,?,-13%
APEX1 inh,.,-2%,.,-10%,-1%,-2%,1%,.
BAZ2B block,.,-18%,1%,-4%,3%,-5%,5%,-20%
JMJD2A Tudor inh,-12%,10%,-6%,-19%,-4%,-7%,-2%,-33%
Pol iota inh,24%,3%,7%,12%,-18%,39%[activator],?,-1%
Pol eta inh,-19%,4%,-9%,-12%,-19%,-19%,0%,-20%
POLK inh,-3%,0%,-5%[60.1 µM],-11%,12%,-4%,-32%,-9%

# Screens as filed in PubChem.
